RGS4 block = human RGS4 inhibition | AID 463165 | HEK293 M3R/RGS4 inducible, Fluo-4 calcium flux; active compounds read high; triggered by carbachol at its EC20 | B-score at 10 µM | 310,000 tested, 0.45% active | P49798;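 active = B-score, a plate-corrected calcium signal, over three deviations above library mean, with baseline fluorescence within five deviations of library mean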;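 also: RGS4 expression induced by doxycycline in cells with stable M3 receptor; B-score is computed from the integrated fluorescence ratio over baseline after carbachol; higher B-score means a larger calcium signal and so more RGS4 inhibition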
Target sequence (P49798 whole entry, looked up): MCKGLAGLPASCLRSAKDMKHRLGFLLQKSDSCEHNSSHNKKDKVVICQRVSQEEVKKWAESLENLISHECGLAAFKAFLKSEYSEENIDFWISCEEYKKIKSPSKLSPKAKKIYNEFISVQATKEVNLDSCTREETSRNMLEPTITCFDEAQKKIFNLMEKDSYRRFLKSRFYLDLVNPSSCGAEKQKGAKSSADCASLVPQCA
RGS4 pot = RGS4 potentiation or activation. HEK293 M3R/inducible RGS4, carbachol calcium flux Fluo4; active compounds read low. B-score at 10 µM. 310,000 tested, 0.92% active. AID 463111;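 active = B-score of the integrated calcium signal more than 4 SD below the library mean, with starting fluorescence not abnormally high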;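 also: negative B-score means reduced calcium response which marks RGS4 activation or potentiation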
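Test system: HEK293 cells with stable M3R and inducible RGS4; also added: carbachol at ECmax as muscarinic agonist stimulus; schedule: dye loading 30 min 37 °C, buffer rest 30 min RT; technique: kinetic calcium fluorescence imaging with Fluo4-AM dye, 2 µM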
ANO1 block = mouse TMEM16A channel inhibition, primary screen. Q8BHY3. HEK293 TMEM16A/YFP iodide influx fluorescence, ionomycin. normalized B-score (activity score, 25-100; higher = stronger inhibition) at 10 µM. 310,000 tested, 1.2% active. AID 588511;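 active = ratio plate-corrected score three or more library SD toward inhibition, starting fluorescence score within five deviations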;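 also: score derived from kinetic fluorescence span divided by baseline fluorescence per well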
MrgX1 allo act = allosterically activates human MrgX1 receptor signaling. Q96LB2. MrgX1-HEK293, Fluo-4 calcium flux, FDSS; active compounds read high. B-score at 10 µM. 310,000 tested, 0.63% active. AID 588675;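 active = plate-corrected calcium response at least 3 library SD above typical, normal starting fluorescence, not activating the receptor alone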;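 also: compound read alongside a low EC10 to EC30 dose of BAM8-22 agonist; peak minus trough fluorescence over baseline measured at the second addition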
Target sequence (Q96LB2 whole entry, looked up): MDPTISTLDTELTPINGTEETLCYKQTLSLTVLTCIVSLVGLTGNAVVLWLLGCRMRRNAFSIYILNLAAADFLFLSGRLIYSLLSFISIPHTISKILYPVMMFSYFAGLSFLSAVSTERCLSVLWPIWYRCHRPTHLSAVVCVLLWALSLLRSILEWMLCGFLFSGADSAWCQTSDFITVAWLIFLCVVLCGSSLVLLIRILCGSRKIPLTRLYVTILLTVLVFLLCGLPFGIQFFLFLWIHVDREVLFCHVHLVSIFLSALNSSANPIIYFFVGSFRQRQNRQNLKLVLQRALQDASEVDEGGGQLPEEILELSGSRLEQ
MrgX1 ag = agonists of human MrgX1 receptor; Q96LB2; MrgX1-HEK293 cells, Fluo-4 calcium fluorescence, agonist mode; active compounds read high; AID 588627; 310,000 tested, 0.44% active; B-score at 10 µM;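 active = calcium response B-score plate-corrected fluorescence ratio at least 3 library SD, with starting fluorescence B-score inside 5 SD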
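System – MrgX1-expressing HEK293 cells · Incubation – cells plated overnight, dye loaded 0.5 h 37 °C, 0.5 h room temperature · Technique – kinetic Fluo-4 NW fluorescence of intracellular calcium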
SKKanGAS inh = SKKanGAS growth inhibition; S. pyogenes SKKanGAS, kanamycin growth, BacTiter-Glo, 6 h; inhibition, % at 7.5 µM; 300,000 tested, 1.3% active;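 active = mean replicate score, as percent of positive control median, at least 50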;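 also: strain carries kanamycin resistance gene driven by streptokinase promoter and grows in 40 µg/ml kanamycin; loss of luminescence reflects streptokinase promoter inhibition or plain growth inhibition; 0% = median of DMSO wells and 100% = positive control at its reference dose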
MrgX1 antag = human MrgX1 receptor antagonism, primary screen. MRGX1-HEK293 calcium flux, Fluo-4, BAM8-22 antagonism; active compounds read low. B-score at 10 µM. 310,000 tested, 1.3% active. AID 588676;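 active = calcium-response B-score plate-corrected more than 3 library SD below zero, starting fluorescence within 5 deviations, no agonist response on first addition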;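 also: peak minus trough fluorescence over baseline after final BAM8-22 challenge near maximal dose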
TRPC6 act = activators of mouse TRPC6 channel. AID 2550. Q61143. B-score at 10 µM. HEK293-TRPC6 membrane potential dye fluorescence; active compounds read high. 310,000 tested, 0.13% active;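 active = B-score of the integrated fluorescence ratio above library mean plus 3 SD, and starting fluorescence ratio within library mean plus 5 SD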;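 also: higher score means more depolarization so channel activation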
ANO1 activ = mouse TMEM16A channel activation, primary screen; HEK293 TMEM16A/YFP-H148Q/I152L, iodide quench fluorescence; active compounds read low; 340,000 tested, 0.3% active; B-score at 10 µM; AID 623877;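 active = fluorescence-ratio B-score plate-corrected deviation score at least 3 library SD below zero, with starting fluorescence score within 5 deviations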;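 also: channel opened by trigger with iodide after compound preincubation; score built on the fluorescence ratio of max minus min over baseline; more negative score means more quench and so TMEM16A activation or potentiation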
HDAC3 inhib = blocks human histone deacetylase 3; O15379; inhibition, % at 8.3 µM; recombinant HDAC3, fluorogenic peptide/trypsin coupled, fluorescence; AID 2718; 320,000 tested, 0.15% active; in the data active = inhibition above about 26%, passing the limit was not always enough
Target sequence (O15379 whole entry, looked up): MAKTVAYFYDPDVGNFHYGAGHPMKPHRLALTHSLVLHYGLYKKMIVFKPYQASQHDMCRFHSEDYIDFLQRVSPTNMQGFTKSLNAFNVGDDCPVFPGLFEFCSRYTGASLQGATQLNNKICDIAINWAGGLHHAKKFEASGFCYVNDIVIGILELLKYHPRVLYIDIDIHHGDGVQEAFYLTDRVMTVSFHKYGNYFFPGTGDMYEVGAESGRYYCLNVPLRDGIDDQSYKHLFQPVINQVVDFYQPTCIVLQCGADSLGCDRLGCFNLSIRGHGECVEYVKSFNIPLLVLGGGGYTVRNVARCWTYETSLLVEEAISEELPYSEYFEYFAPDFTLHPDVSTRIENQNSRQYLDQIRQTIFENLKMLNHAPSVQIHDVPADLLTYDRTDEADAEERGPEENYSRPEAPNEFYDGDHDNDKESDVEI
TRPC6 inh = blocks the mouse TRPC6 cation channel | Q61143 | HEK293-TRPC6, membrane potential dye, ACh-evoked depolarization; active compounds read low | B-score at 10 µM | 310,000 tested, 1.1% active | AID 2553;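 active = B-score under library mean minus 3 SD, initial fluorescence not abnormally high, positive integrated signal ratio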;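 also: B-score derived from integrated fluorescence ratio over the kinetic read; more negative B-score means stronger inhibition of depolarization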
* = called active by the depositor; i = inactive; . = not tested or not shown. Compounds were not picked by outcome. About 6.7% of those tested had a hit in this group.

SMILES	RGS4 block	RGS4 pot	ANO1 block	MrgX1 allo act	MrgX1 ag	SKKanGAS inh	MrgX1 antag	TRPC6 act	ANO1 activ	HDAC3 inhib	TRPC6 inh
CC(Sc1nc2ccc(Br)cc2[nH]1)C(=O)O (stereo not drawn)	i	i	i	i	i	-0.6	i	i	i	0.4	i
O=C(NCc1ccco1)c1ccc2c(=O)n(CCC3=CCCCC3)c(=O)[nH]c2c1	i	i	i	i	i	-2.7	i	i	i	-8.3	i
CCOC(=O)C1CCCN(C(=O)C2CCC(CNS(=O)(=O)c3ccc(NC(C)=O)cc3)CC2)C1 (stereo not drawn)	i	i	i	i	i	-14.5	i	i	i	-2.4	i
O=C(O)c1ccccc1NCc1cccs1	i	i	i	i	i	-2.9	i	i	i	4.7	i
Cc1ccc(-c2n[nH]c(=S)n2C)cc1Cl	i	i	i	i	i	-15.6	i	i	i	-1.0	i
Cc1ccc(OCC(=O)O/N=C(\N)c2ccncc2)c(C)c1	i	i	i	i	i	-3.3	i	i	i	3.3	i
O=C(NCc1ccc2c(c1)OCO2)c1ccc(Cl)nc1	i	i	i	i	i	0.8	i	i	i	1.6	i
Cc1n[nH]c(=S)n1-c1cccc(Cl)c1	i	i	i	i	i	-1.2	i	i	i	2.0	i
O=C(COC(=O)c1cc2c(s1)CCCC2)NCc1ccccc1Cl	i	i	i	i	i	10.3	i	i	i	15.9	i
Cc1sc2nc(C(C)Nc3ccccc3N3CCOCC3)[nH]c(=O)c2c1C (stereo not drawn)	i	i	i	i	i	-0.1	i	i	i	.	i
O=c1/c(=C/c2ccco2)sc2n1CN(c1cccc(Br)c1)CN=2	i	i	i	i	i	13.2	i	i	i	-1.9	i
COCCn1c(C)cc(C(=O)CSc2cc(C)c3ccccc3n2)c1C	i	i	i	i	i	-4.4	i	i	i	4.2	i
COc1ccc(S(=O)(=O)N(C)c2ccc(C(=O)NCC3CCCO3)cc2)cc1OC (stereo not drawn)	i	i	i	i	i	-10.6	i	i	i	-7.6	i
COc1ccc(-c2csc(NC(=O)C3CSC4(C)CCC(=O)N34)n2)cc1OC (stereo not drawn)	i	i	i	10.8*	i	7.0	i	i	i	-6.1	i
CC(=O)Nc1ccc(NC(=O)CCn2c(=O)oc3ccccc32)cc1	i	i	i	i	i	-1.9	i	i	i	3.6	i
CCC1(C)NC(=O)N(/N=C/c2cc(OC)c(O)c(OC)c2)C1=O (stereo not drawn)	i	i	i	i	i	.	i	i	i	3.4	i
Cc1cccc(N(NC(=O)C(C)(C)O)C(=O)c2ccccc2)c1	i	i	i	i	i	4.1	i	i	i	1.6	i
CC(=O)Nc1nc2ccc(Br)cc2s1	i	i	i	i	i	-9.5	i	i	i	-1.5	i
CCOc1cc(Br)c(/C=C2/C(=O)N(C)C(=S)N2CC(=O)OC)cc1OC	i	i	i	i	i	4.7	i	i	i	5.9	i
Oc1ccc(N=C/C=C/c2ccc(Br)cc2)cc1-c1nc2ccccc2s1	6.23*	i	i	i	i	20.4	i	i	.	-4.5	i

Brought forward from above: 2 compounds; new compounds follow.
SMILES	RGS4 block	RGS4 pot	ANO1 block	MrgX1 allo act	MrgX1 ag	SKKanGAS inh	MrgX1 antag	TRPC6 act	ANO1 activ	HDAC3 inhib	TRPC6 inh
CCOc1cc(Br)c(/C=C2/C(=O)N(C)C(=S)N2CC(=O)OC)cc1OC	i	i	i	i	i	4.7	i	i	i	5.9	i
Oc1ccc(N=C/C=C/c2ccc(Br)cc2)cc1-c1nc2ccccc2s1	6.23*	i	i	i	i	20.4	i	i	.	-4.5	i
Nc1[nH]c(N=NC(=O)c2ccccc2O)c2ccccc12	i	i	i	i	i	0.6	i	i	i	.	i
Cc1onc(-c2c(Cl)cccc2Cl)c1C(=O)NNc1ccccc1	i	i	i	i	i	-5.7	i	i	i	7.6	i
C=CCc1cccc2cc(C(=O)Nc3ccc(CC(=O)O)cc3)c(=O)oc12	i	i	i	i	i	27.7	i	i	i	-0.5	i
COc1cccc(C2c3c(-c4ccccc4)n[nH]c3C(=O)N2c2ccc(C(=O)O)cc2)c1 (stereo not drawn)	i	i	i	i	i	7.2	i	i	i	6.3	i
CS(=O)(=O)c1ccc(Cl)c(NC(=O)COC(=O)c2ccc(-n3cnnn3)cc2)c1	i	i	i	i	i	-2.1	i	i	i	-9.2	i
CCOc1cc(N2CCCC2)ccc1[N+](=O)[O-]	i	i	i	i	i	20.8	i	i	i	6.3	i
CN(Cc1ccccc1)c1nc2c(c(=O)[nH]c(=O)n2C)n1CCCSc1ncccn1	i	i	i	i	i	-6.6	i	i	i	-0.8	i
Cc1ccc2cc(CN(C(=O)c3ccncc3)C(C)C)c(=O)[nH]c2c1	i	i	i	i	i	4.1	i	i	i	-2.7	i
O=C(O)/C=C/C(=O)Nc1ccccc1SC(F)(F)C(F)(F)C(F)(F)F	i	i	i	i	i	-1.0	i	i	i	-1.6	i
CC1CN(C(=O)c2cc3c(s2)CCC3)CC(C)O1 (stereo not drawn)	i	i	i	i	i	-1.8	i	i	i	5.7	i
CC1CCc2sc(C(=O)NCCCn3ccnc3)cc2C1 (stereo not drawn)	i	i	i	i	i	-0.9	i	i	i	1.4	i
Cc1cccc(OCC(=O)Nc2ccccc2N2CCCCC2)c1	i	i	i	i	i	6.2	i	i	i	3.8	i
Cc1nc(N2CCCCC2)c2c(-c3cccs3)csc2n1	i	i	i	i	i	16.3	i	i	i	3.9	i
Clc1cccc(-c2ccc(CNCc3ccccn3)o2)c1	i	i	i	i	i	15.1	i	i	i	1.6	i
CCOC(=O)c1sc(-c2ccc(C)cc2)c(C#N)c1C	i	i	i	i	i	-6.0	i	i	i	.	i
CCc1ccc(CC)c(S(=O)(=O)Nc2ccc(O)c(C(=O)O)c2)c1	i	i	i	i	i	14.9	i	i	i	5.5	i
CCc1sc(NC(=O)C(C)C)nc1-c1ccccc1	i	i	i	i	i	1.1	i	i	i	9.9	i
Cc1ccc(C)c(NC(=O)c2ccccc2O)c1	i	i	25*	i	i	-8.0	i	i	i	6.0	i
O=C(CCn1c(=O)c2cccn2c2cccnc21)NCc1cccc(Cl)c1	i	i	i	i	i	10.5	i	i	i	6.0	i
O=C(CNS(=O)(=O)c1ccc(Cl)cc1)NNC(=O)c1cccnc1	i	i	i	i	i	-3.4	i	i	i	-1.1	i
O=C(O)CN1CCN(Cc2ccc(F)cc2)C1=O	i	i	i	i	i	-3.5	i	i	i	0.4	i
CCN(Cc1ccncc1)C(=O)CCc1ccccc1	i	i	i	i	i	-1.6	i	i	i	1.4	i
CCc1c(C(=O)N2CCN(c3ccccc3F)CC2)[nH]c(C)c1C(C)=O	i	i	i	i	i	7.3	i	i	i	4.6	i
O=C(NCc1cccs1)C1CC(=O)N(c2ccccc2)C1 (stereo not drawn)	i	i	i	i	i	-0.4	i	i	i	2.3	i
CC(=O)c1ccc(N=C2NC(=O)C(CO)(CO)S2)cc1	i	i	i	i	i	3.6	i	i	i	-1.1	i
CCOCCCn1c(=S)[nH]c2cc(C(=O)NCc3ccc(F)cc3)ccc2c1=O	i	i	i	i	i	-0.2	i	i	i	0.9	i
COC(=O)c1coc(-c2ccc(C)cc2)c1C(=O)OC	i	i	i	i	i	13.6	i	i	i	-6.0	i
COc1ccc(N=C2SC(C(=O)N3CCN(c4ccccc4)CC3)CC(=O)N2C)cc1 (stereo not drawn)	i	i	i	i	i	-4.8	i	i	i	2.0	i
COc1ccc(NC(=O)C(c2cc3c(cc2[N+](=O)[O-])OCO3)N(C)Cc2ccccc2)cc1 (stereo not drawn)	i	i	i	i	i	5.6	i	i	i	-8.9	i
O=[N+]([O-])c1cnc2ccccn12	i	i	i	i	i	-1.0	i	i	i	-5.3	i
COc1ccc(CNC(=O)Cc2ccc(-c3ccccc3)cc2)cc1OC	i	i	i	i	i	-1.8	i	i	i	-0.9	i
COc1ccc2sc(N(CCN(C)C)C(=O)c3cc(Cl)sc3Cl)nc2c1	i	i	i	i	i	6.8	i	i	-5.87*	-5.3	i
Cc1ccc(S(=O)(=O)N2C(=O)[C@@H]3Cc4ccccc4CN3C2=O)cc1	i	i	.	.	.	-8.8	.	i	i	.	i
Cc1ccccc1NC(=O)CSc1nc(O)cc(=O)n1C	i	i	i	i	i	14.3	i	i	i	2.7	i
CCc1nn(CCCC(=O)N2CCc3ccccc3C2)c(=O)c2cc3occc3n12	i	i	i	i	i	-9.3	i	i	i	3.6	i
Cc1cc(C)nc(NCCCc2ccccc2)n1	i	i	i	i	i	-4.4	i	i	i	11.4	i
COc1ccc(CCNC(=O)CCOc2ccc(C)cc2)cc1OC	i	i	i	i	i	-2.2	i	i	i	-1.1	i
CCOCCCNC(=O)c1cc2c(=O)n3cccc(C)c3nc2n1C	i	i	i	i	i	3.7	i	i	i	-8.3	i
COCCCNC(=O)c1cccc2c(=O)c(C)c(-c3ccccc3)oc12	i	i	i	i	i	-3.6	i	i	i	0.0	i
O=C1N/C(=N/S(=O)(=O)c2ccccc2)S/C1=C/c1cccnc1	i	i	i	i	i	7.1	i	i	i	12.4	i
CCc1nc(C(N)=O)c2[nH]c(=O)n(-c3ccccc3F)c2n1	i	i	i	i	i	-1.3	i	i	i	-18.9	i
COCCOC(=O)c1cc(C(=O)c2cc(Cl)ccc2O)coc1=N	i	i	i	i	i	1.6	i	i	i	-1.4	i
CCc1nc(NCC2CCCN2CC)c2nnn(Cc3ccccc3F)c2n1 (stereo not drawn)	i	i	i	i	i	0.5	i	i	i	-5.0	i
C=CCn1c(O)c(N=NC(=S)Nc2ccc(OC)c(Cl)c2)c2ccccc21	i	i	i	i	i	-22.6	i	i	i	3.4	i
COC(=O)CCCCC1SCC(NC(=O)c2ccccc2)C1=O (stereo not drawn)	i	i	i	i	i	6.4	i	i	i	0.3	i
CCCCN(C(=O)C1CC(=O)N(c2ccc(OC)cc2OC)C1)c1c(N)n(CC(C)C)c(=O)[nH]c1=O (stereo not drawn)	i	i	i	i	i	2.4	i	i	i	3.0	i
COC(CNC(=O)c1ccc2c(c1)ncn2C1CCCCCC1)OC	i	i	i	i	i	-2.4	i	i	i	6.0	i
CC(=O)Nc1nc2n(n1)C(c1ccccc1)C=C(c1ccccc1)N2 (stereo not drawn)	i	i	i	i	i	-7.5	i	i	i	-5.1	i

Assay outcomes deposited in PubChem by several laboratories.
